Source: PubChem
IDE cell inh: human IDE inhibitors in live cells, primary screen, fluorescence polarization, HEK cells, FAbetaB substrate; 320,000 tested, 0.41% active; AID 434962, 2010; inhibition, % at 5.59 µM; FAbetaB cleavage;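 active = percent inhibition above the average of all tested compounds plus 3 SD, set per screening campaign, cut at about 16% in these data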;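 note: IDE supplied by intact live HEK cells; FP after avidin binding of uncleaved biotin substrate so inhibition keeps polarization high; 0% = DMSO wells and 100% = 60 µM reference IDE inhibitor Ii1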
Target sequence (P14735 whole entry, looked up): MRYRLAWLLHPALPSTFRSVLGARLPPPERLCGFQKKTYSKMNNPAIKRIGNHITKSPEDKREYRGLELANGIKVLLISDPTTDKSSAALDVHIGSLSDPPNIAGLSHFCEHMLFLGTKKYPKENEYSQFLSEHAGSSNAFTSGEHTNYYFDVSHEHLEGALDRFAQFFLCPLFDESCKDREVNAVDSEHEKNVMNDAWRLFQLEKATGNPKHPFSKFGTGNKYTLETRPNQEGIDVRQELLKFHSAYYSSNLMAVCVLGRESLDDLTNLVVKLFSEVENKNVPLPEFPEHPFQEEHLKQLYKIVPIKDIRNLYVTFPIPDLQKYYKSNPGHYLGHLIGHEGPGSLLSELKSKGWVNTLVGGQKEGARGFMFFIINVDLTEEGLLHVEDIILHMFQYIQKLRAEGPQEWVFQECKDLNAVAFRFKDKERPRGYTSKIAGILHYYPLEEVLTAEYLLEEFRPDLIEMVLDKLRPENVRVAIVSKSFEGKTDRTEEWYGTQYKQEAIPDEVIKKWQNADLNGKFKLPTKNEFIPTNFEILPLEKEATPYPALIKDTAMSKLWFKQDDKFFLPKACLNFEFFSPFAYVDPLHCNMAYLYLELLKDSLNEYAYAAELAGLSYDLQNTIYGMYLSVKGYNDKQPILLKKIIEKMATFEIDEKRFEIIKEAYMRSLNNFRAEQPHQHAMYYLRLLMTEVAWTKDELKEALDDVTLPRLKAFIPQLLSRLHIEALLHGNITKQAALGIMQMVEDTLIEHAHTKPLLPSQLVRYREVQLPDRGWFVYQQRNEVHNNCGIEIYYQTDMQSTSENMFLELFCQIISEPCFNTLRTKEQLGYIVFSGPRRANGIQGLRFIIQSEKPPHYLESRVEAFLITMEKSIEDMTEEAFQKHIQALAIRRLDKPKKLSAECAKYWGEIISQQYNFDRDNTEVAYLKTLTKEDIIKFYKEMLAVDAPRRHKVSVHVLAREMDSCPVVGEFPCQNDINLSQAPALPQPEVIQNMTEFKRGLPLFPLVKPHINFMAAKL
MEKK2 WT-MEK5: modulators of MEK5 binding to wildtype MEKK2, primary screen, biochemical, multiplex bead flow cytometry, Alexa488-MEK5; Alexa488-MEK5 binding to MEKK2 WT; actives lie on both sides; binding response (% of control), % at 10 µM; 290,000 tested, 1.1% active; in the data active = binding response below about 67% or above about 130%
MEKK3 PB1 HTS: modulators of MEKK3-MEK5 PB1 binding, primary screen, biochemical, wildtype MEKK3, multiplex bead flow cytometry, Alexa488-MEK5 | Mitogen-activated protein kinase kinase kinase 3 (Homo sapiens), Q99759 | bead-based flow cytometry, Alexa488-MEK5 binding to MEKK3; actives lie on both sides; 0 = blocked by unlabeled MEK5, 100 = vehicle | binding response (% of control), % at 10 µM | 290,000 tested, 1.4% active | AID 1529, 2009;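 active = binding response more than 3 SD above or below the average of its plate-row segment, actives on both sides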;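 note: Alexa488 bead fluorescence after subtracting the streptavidin-only scavenger bead signal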
SUMO HTRF inh: inhibitors of in vitro SUMOylation cascade, primary screen, biochemical, HTRF, uHTS; SUMO-conjugating enzyme UBC9 (Homo sapiens), P63279; 290,000 tested, 0.36% active; AID 2006, 2009; inhibition, % at 35 µM; HTRF SUMOylation assay, SAE1/SAE2 + UBC9; in the data active = inhibition above about 50%, passing the limit was not always enough; note: strong numbers were not always called active
IDE cell activ: human IDE activators in live cells, primary screen, fluorescence polarization, HEK cells, FAbeta-B substrate; Insulin-degrading enzyme (Homo sapiens), P14735; FAbeta-B cleavage; 0% vehicle, 100% cell-free pure enzyme wells; activation, % at 5.96 µM; 340,000 tested, 0.073% active; AID 493087, 2011;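 active = activation above the mean of all tested compounds plus 3 SD, set per screening campaign, cut at about 17% in these data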
PfM18AAP inh: PfM18AAP inhibitors, malaria aminopeptidase, primary screen, biochemical, QFRET, recombinant enzyme; M18 aspartyl aminopeptidase (Plasmodium falciparum 3D7); H-Glu-NHMec fluorogenic cleavage; inhibition, % at 7.35 µM; 290,000 tested, 1.2% active; AID 1822, 2009;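 active = inhibition above the campaign mean inhibition over all tested compounds plus 3 SD, cut at about 28% in these data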;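 note: 0% = plate median of test compound wells and 100% = 2 mM ZnCl2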
pCIP destab: p/CIP-EGFP fusion destabilizers, primary screen, fluorescence, F442A cells. Q05BA5. 16 h. decrease of EGFP signal, % at 10 µM. 290,000 tested, 0.01% active. AID 1984, 2009;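 active = EGFP signal decrease of at least 30% at 10 µM or well 3 SD below plate mean, unless failing retest; inactive = the rest, including hits failing retest or dose response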; note: some compounds called inactive have numbers as strong as hits; many of its hits are not listed in these tables
NALP1 yeast inh: NALP1 inflammasome inhibitors in reconstituted yeast, colorimetric, S. cerevisiae, triplicate retest | S. cerevisiae NALP1/ASC/caspase-1 growth, X-gal OD620, 72 h | inhibition, % at 10 µM | 280,000 tested, 0.61% active; in the data active = inhibition mostly above about 24%, no sharp cut-off; inactive = mostly below about 32%; note: some compounds called inactive have numbers as strong as hits
MEKK2mut PB1 HTS: MEK5 binding signal on mutant MEKK2 PB1, primary screen, biochemical, multiplex bead flow cytometry, Alexa488-MEK5; Alexa488-MEK5 binding to MEKK2 mutant; percent response, % at 10 µM; 290,000 tested, 0.35% active; AID 1530, 2009; in the data active = percent response above about 24%, passing the limit was not always enough; note: inactives centre near 1; some results filed as inactive read as strong as hits; reference of the scale not given here
The depositor's hits bear a star; / = no result given; [ ] = dose if it differs, or a comment. Only part of the results is shown. The share of hits here may be higher or lower than overall.

pCIP destab,IDE cell inh,NALP1 yeast inh,SUMO HTRF inh,IDE cell activ,MEKK3 PB1 HTS,PfM18AAP inh,MEKK2mut PB1 HTS,MEKK2 WT-MEK5,Compound
7,2,21,-17,0,106,3,5,110,Cc1cnc(NC(=O)Cc2ccc(Br)cc2)s1
-5,2,11,30,0,/,8,/,/,COCCNC(=O)C(C#N)c1nc2ccccc2nc1N1CCCCCC1 (stereo unspecified)
-11,2,15,24,-4,106,-14,11,101,COc1ccc(/C=N/NC(=O)c2cccnc2)cc1CN1CCOCC1
4,0,24,3,-2,99,3,0,84,Cc1cc(C(=O)CN2C(=O)NC3(CCCCC3)C2=O)c(C)n1-c1ccc2c(c1)OCO2
12,/,5,-21,4,95,12,-10,86,CCc1c(C)[nH]c(C(=O)OCc2ccccc2)c1C
-9,-2,13,/,4,107,4,15,155*,CCC1=Nc2cc(C(=O)NCCN3CCCC3)ccc2Sc2ccc(C)cc21
-1,0,34,-2,7,105,7,1,107,COC(=O)C(NNc1ccccc1)(NC(=O)c1cccc(F)c1)C(F)(F)F (stereo unspecified)
-9,2,0,-2,-2,101,2,1,95,Cc1ccc(S(=O)(=O)N(CC2CO2)c2cc(Cl)ccc2Cl)cc1 (stereo unspecified)
15,3,0,-4,-1,103,1,4,103,CC(C)n1c(-c2cccnc2)nc2cnccc21
-6,-4,22,3,0,103,5,4,102,COc1ccc2occ(C(=O)c3ccccc3)c2c1
-19,-5,20,13,4,106,10,18,108,CC1=NNC(=O)C1CCC(=O)N/N=C/C(Br)=C/c1ccccc1 (stereo unspecified)
-2,0,22,1,-2,112,-2,7,108,Cc1ccc(C)c(N2CCN(C(=O)C3CCCN(S(=O)(=O)c4c(C)noc4C)C3)CC2)c1 (stereo unspecified)
-36,0,15,12,0,80,-2,3,94,CCN1CCN(C(c2nnnn2Cc2ccc3c(c2)OCO3)C(C)C)CC1 (stereo unspecified)
2,-1,4,-9,-5,99,1,-2,92,Cc1cc2cc(CN(Cc3ccc4c(c3)OCO4)Cc3nnnn3C3CCCC3)c(=O)[nH]c2cc1C
-4,1,10,0,-2,102,-2,1,101,COCCNC(=O)CSc1c2c(nc3ccc(Cl)cc13)CCCC2
-3,2,10,7,2,102,-5,2,102,Cc1occc1-c1nnc(SCC(=O)N(C)C)o1
-11,-5,13,8,-6,100,-4,1,102,COc1ccc(CNC(=O)CN(C(=O)c2csnn2)c2ccc(F)cc2)cc1
0,4,-7,9,4,99,-15,0,100,O=C(NC1=NCCS1)[C@H](Cc1ccccc1)N1C(=O)c2ccccc2C1=O
-4,-5,4,-2,1,3.0*[inhibitor],-6,-14,3.0*[inhibitor],COc1ccccc1NC(=O)N1CCCC1C(=O)Nc1nnc(C(C)C)s1 (stereo unspecified)
-12,0,6,8,1,97,-3,2,101,COc1ccc(C(=O)NC2CCN(S(=O)(=O)Cc3ccccc3)CC2)c(OC)c1
3,0,7,2,2,101,-1,-1,97,COc1ccc(N(CC(=O)N/N=C/c2ccccc2F)S(=O)(=O)c2ccccc2)cc1
-26,1,8,19,0,102,4,0,99,Cc1ccc(NC(=O)COc2ccc(-c3nnco3)cc2)cc1S(=O)(=O)N1CCOCC1
-10,6,-4,0,3,105,-8,-3,101,Cc1ccc(CNC(=O)c2ccc3c(=O)n(CCCN4CCCC4=O)c(=S)[nH]c3c2)cc1
-12,-1,-17,0,0,105,3,0,113,COC(=O)C1[C@H]2SC(C)(C)C(C(=O)OC)N2C(=O)N1Cc1nc2ccccc2s1 (stereo partly specified)
-10,-2,10,12,2,106,-3,3,111,CCCCCC(=O)Nc1c2c(nc3ccccc13)CCC2

Further entries
pCIP destab,IDE cell inh,NALP1 yeast inh,SUMO HTRF inh,IDE cell activ,MEKK3 PB1 HTS,PfM18AAP inh,MEKK2mut PB1 HTS,MEKK2 WT-MEK5,Compound
-11,1,21,8,0,102,-1,3,101,CN(C)CCNC(=O)C(=O)NCC(c1ccc2c(c1)OCO2)N1CCN(c2ccc(F)cc2)CC1 (stereo unspecified)
-4,3,-1,6,4,101,3,-4,93,Cc1nc2nc(SCC(=O)O)nn2c(C)c1Cc1ccccc1Cl
-9,-6,4,28,-1,103,-3,16,108,CN(C)CCCN1C(=O)c2cccc3cccc(c23)C1=O
-6,8,3,9,/,105,-4,-4,105,CCc1nc2ccccc2n1CC(=O)N1CCN(Cc2ccccc2)CC1
8,9,3,2,-1,92,1,-3,91,CS(=O)(=O)Nc1cccc(C2=NN(C(=O)c3ccc(F)cc3)C(c3cccs3)C2)c1 (stereo unspecified)
-3,6,-11,-25,-3,96,-16,-1,90,CC1CCCCN1CCn1c(=S)[nH]c2ncccc2c1=O (stereo unspecified)
4,-4,39,-1,1,101,3,1,102,COc1ccc(C2Cc3ccccc3C(=O)O2)cc1 (stereo unspecified)
0,3,12,-15,-5,100,12,2,102,O=C(COC(=O)Cc1cn2ccsc2n1)NC12CC3CC(CC(C3)C1)C2
-6,-4,12,10,5,110,1,-1,101,C=C(C)CSc1nc2ccccc2c(=O)n1-c1c(C)n(C)n(-c2ccccc2)c1=O
5,-1,8,3,3,98,0,4,101,O=C(O)CC1NC(=O)N(C2CCCCC2)C1=O (stereo unspecified)
16,1,2,0,4,97,5,2,95,O=C1c2cccc3cccc(c23)C(=O)N1CC1CCCO1 (stereo unspecified)
-3,5,-9,2,-2,101,3,1,100,Cn1c(CCN2CCOCC2)nc2cc(NC(=O)COc3ccccc3)ccc21
-10,0,27,7,/,100,-3,-1,102,CC12OC1C1(O)CCCC1=CC2=O (stereo unspecified)
-12,6,1,16,-2,98,-8,-1,104,O=C(Cc1cccs1)Nc1ccccc1NC(=O)Cc1cccs1
-3,1,23,21,0,107,3,8,112,Cc1ccc(F)c(N=Cc2c(O)c3ccccc3oc2=O)c1
-1,0,26,-5,3,95,0,-7,90,CCOC(=O)Cc1csc(NC(=O)/C=C\c2ccccc2)n1
-2,-1,17,14,-2,103,-14,4,115,COc1c(C)cccc1C(=O)Nc1ccc(N2CCN(S(C)(=O)=O)CC2)cc1
-12,6,9,-8,-3,100,5,3,101,Clc1ncccc1-c1nnn(-c2ccccc2Br)n1
-7,7,10,-10,6,90,72*,-3,92,O=C(Nn1cnnc1)c1csc2ccccc12
-5,7,9,15,4,99,14,4,98,Cc1cccc(-c2nnc(SCCOc3ccc4c(C)cc(=O)oc4c3)o2)c1
2,-6,/,-1,3,102,14,2,104,CCc1nc(SCC(=O)NCc2ccco2)c2c(=O)n(C)c(=O)n(C)c2n1
-3,2,-20,-31,3,103,-6,1,99,Cc1ccc2nc(-c3ccccn3)cc(C(=O)NC(C)C(C)(C)C)c2c1 (stereo unspecified)
-5,5,10,13,4,103,6,3,101,CC(=O)C1=C(O)C(=O)N(Cc2ccco2)C1c1ccc(F)cc1 (stereo unspecified)
-1,4,-10,0,6,91,5,-13,92,COc1cccc(CN(C)Cc2nc3cc(C(F)(F)F)ccc3c(=O)[nH]2)c1
0,2,30,-3,1,96,-9,-1,94,CCC(=O)c1ccc(OCc2ccccc2)c(OC)c1

Continued.
pCIP destab,IDE cell inh,NALP1 yeast inh,SUMO HTRF inh,IDE cell activ,MEKK3 PB1 HTS,PfM18AAP inh,MEKK2mut PB1 HTS,MEKK2 WT-MEK5,Compound
-14,-3,22,10,8,101,-6,2,103,N#Cc1ccc(/C=N/NC(=O)CCc2ccc(S(=O)(=O)N3CCOCC3)cc2)cc1
-3,-6,16,17,7,101,3,-2,96,O=Cc1ccc(-n2cccn2)cc1
-13,-2,25,-8,0,102,0,3,99,CCOc1ccc(NS(=O)(=O)c2cc(C(=O)N3CCN(C(C)=O)CC3)ccc2Cl)cc1
-16,-4,8,25,1,106,-2,11,107,Cc1c(C(=O)N2CCCCC2)nnn1-c1nonc1N
-19,5,19,4,-4,98,-3,4,105,Cc1ccccc1CC(=O)N1CCOCC1
3,6,6,-2,2,106,4,4,104,CCS(=O)(=O)c1nc(S(=O)(=O)c2ccc(C)cc2)c(NCCN2CCOCC2)s1
-11,-4,19,8,3,99,-6,1,98,CC(C)Cn1c(=O)c2ccccc2n2c(CCC(=O)NCC3CCCO3)nnc12 (stereo unspecified)
-12,-3,23,5,-1,97,-6,-2,92,COC(=O)c1sccc1NC(=O)c1ccc(OC)cc1OC
-2,8,11,4,-3,97,9,-6,88,CC1=CC(C)(C)N2C(=O)C3(NCCc4c3[nH]c3ccccc43)c3cccc1c32 (stereo unspecified)
-7,5,11,-2,1,101,-4,-1,97,COc1ccccc1CCC(=O)OCC(=O)Nc1ccc(C(N)=O)cc1
-16,-3,8,12,0,112,31*,0,103,S=C(c1ccc(-c2ccccc2)o1)N1CCCCC1
-1,-2,-11,26,8,102,3,7,102,COc1cc2[nH]c(=S)n(Cc3ccc(C)cc3)c(=O)c2cc1OC
-5,-1,5,28,3,104,-9,7,107,CC(=O)Nc1cc2nc(C)n(Cc3ccccc3[N+](=O)[O-])c2nc1C

Structures listed so far shown as hits in MEKK3 PB1 HTS:
pCIP destab,IDE cell inh,NALP1 yeast inh,SUMO HTRF inh,IDE cell activ,MEKK3 PB1 HTS,PfM18AAP inh,MEKK2mut PB1 HTS,MEKK2 WT-MEK5,Compound
-4,-5,4,-2,1,3.0*[inhibitor],-6,-14,3.0*[inhibitor],COc1ccccc1NC(=O)N1CCCC1C(=O)Nc1nnc(C(C)C)s1 (stereo unspecified)
